# NR2E3 ag-1 – inhibitors of NR2E3-RetCOR corepressor binding, primary screen, NR2E3 agonist project, biochemical, TR-FRET, GST-NR2E3, biotin-RetCOR. AID 2300, 2010. 1536-well. inhibition of corepressor binding, % at 4.78 µM. 320,000 tested, 0.12% active. Photoreceptor-specific nuclear receptor (Homo sapiens), Q9Y5X4;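 active = percent inhibition above the cutoff of mean plus 3 SD of all tested compounds, set per screening campaign, cut at about 20% in these data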;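 also: 0% = DMSO wells and 100% = biotin wells as full block of FRET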
# Target sequence (Q9Y5X4 whole entry, looked up): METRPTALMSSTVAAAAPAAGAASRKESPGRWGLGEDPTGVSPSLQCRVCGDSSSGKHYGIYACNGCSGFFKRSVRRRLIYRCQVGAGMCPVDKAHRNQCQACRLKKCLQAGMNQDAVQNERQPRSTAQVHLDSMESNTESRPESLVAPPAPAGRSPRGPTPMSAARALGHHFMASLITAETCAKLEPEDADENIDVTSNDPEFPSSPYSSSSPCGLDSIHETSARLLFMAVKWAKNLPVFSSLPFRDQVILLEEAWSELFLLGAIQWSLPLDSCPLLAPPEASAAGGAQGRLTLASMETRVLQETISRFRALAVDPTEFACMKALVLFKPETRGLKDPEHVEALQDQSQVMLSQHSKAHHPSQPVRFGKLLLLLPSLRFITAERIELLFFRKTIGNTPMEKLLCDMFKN
#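 Test system – NR2E3–RetCOR corepressor complex · Quantity – NR2E3 fusion 1.35 nM · Buffer or medium – Tris pH 7.5 · Incubation – Compound–protein incubation for 5 h at 4 °C · Technique – TR-FRET, Eu(K)-anti-GST donor, streptavidin-D2 acceptor, ex 340, em 617/671 nm · Evaluation – percent inhibition of 671/617 nm emission ratio versus biotin and DMSO controls · Plate – 1536-well format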
# LMP1 NFkB inh – EBV LMP1-driven NF-kappaB luciferase reporter inhibitors, primary screen, cell-based, luminescence, single point | AID 504558, 2011 | inhibition, % at 12.5 µM | 350,000 tested, 0.69% active | LMP1-induced NF-kappaB luciferase reporter cells; in the data active = inhibition above about 41%;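 also: 0% = neutral control wells and 100% = reference inhibitor control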
# CF NFkB block – inhibitors of PAF-induced NF-kB signaling, primary screen, cell-based, GFP fluorescence, uHTS. KKLEB NF-kB-GFP reporter, GFP fluorescence overnight. inhibition, % at 5 µM. 360,000 tested, 0.86% active. AID 588850, 2011;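 active = at least 50% inhibition at 5 µM, scaled per plate between neutral and stimulator controls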;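 also: PAF is a Pseudomonas aeruginosa culture filtrate used as stimulus; plate controls were PAF-stimulated DMSO wells for no effect and unstimulated DMSO wells for full effect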
# hiPSC survival – enhancers of single-cell hiPSC survival, primary screen, ATPlite luminescence. survival enhancement, % at 20 µM. 360,000 tested, 0.044% active. AID 602274, 2012. 100% = ROCK inhibitor wells, 0% = DMSO; in the data active = survival enhancement above about 18%;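 also: cells exposed to compounds for 16 hours before the ATP read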
# HIF-2a inh – HIF-2a reporter inhibitors, primary screen, luminescence, 786-0 RCC cells; 786-0 RCC cells HIF-2a reporter, luciferase luminescence, overnight; inhibition, % at 18.8 µM; 360,000 tested, 0.72% active;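 active = inhibition of the luminescence signal of 40% or more relative to plate controls, in a single-dose primary screen at 18.75 µM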
# TRAIL sens C8 – viability loss with TRAIL in NB7+C8 cells, primary screen, TRAIL sensitizer project, cell-based, ATPlite luminescence; inhibition (viability loss, TRAIL sensitization), % at 10 µM; 360,000 tested, 1% active; AID 624354, 2012;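 active = compounds causing at least 50% loss of cell viability in the single-dose screen, relative to plate controls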
# NR2E3 ag-2 – NR2E3 agonists in two-hybrid cells, primary screen, cell-based, luminescence, CHO-S, Gal4-NCOR/VP16-NR2E3 | inhibition of corepressor binding, % at 3.98 µM | 360,000 tested, 0.35% active | AID 602229, 2012 | luciferase;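 active = inhibition above the mean of all tested compounds plus 3 SD, cut at about 70% in these data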;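 also: 0% = DMSO with NR2E3 transfected cells and 100% = cells lacking NR2E3 construct; higher means lower luciferase signal from less NR2E3 corepressor binding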
# TRPM1 prom inh – inhibitors of MITF-dependent TRPM1 promoter reporter, primary screen, cell-based, SK-MEL-5, single point, luciferase; SK-MEL-5 TRPM1 promoter luciferase, 24 h; inhibition, % at 12.5 µM; 330,000 tested, 0.83% active; AID 488899, 2010;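 active = mean inhibition across replicates of 60% or more, whatever share of single replicates reaches that level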; also: values of inactives mirror those of a sister screen read the other way
# Peg3 promoter – Peg3 promoter-driven luciferase inhibitors, primary screen, cell-based, HeLa, luciferase luminescence | AID 588405, 2011 | 360,000 tested, 1.7% active | HeLa PEG-Prom luciferase reporter, overnight | inhibition, % at 20 µM;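 active = inhibition of at least 50% at 20 µM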
# Shn3 inh set2 – reduction of Shn3 3'UTR firefly luciferase signal, primary screen, Schnurri-3 inhibitor project, cell-based, Clone20 osteoblasts, set 2; Clone20 osteoblast Shn3 3'UTR firefly luciferase, 24 h; inhibition, % at 12.5 µM; 360,000 tested, 0.52% active; AID 588674, 2011;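 active = mean inhibition of at least 75% with every replicate also reaching 75%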;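 also: 0% = median of neutral control wells and 100% = pilot-screen positive control compound; some compounds past the cut are filed as inactive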
# KKLEB tox – cytotoxicity in KKLEB CF airway cells, primary screen, cytotoxicity control for CF NF-kB inhibitor project, cell-based, uHTS, fluorescence assay plates. 360,000 tested, 0.36% active. activity change (cytotoxicity), % at 5 µM. KKLEB CF airway cells viability, ATPlite luminescence, overnight; active compounds read low; cells stimulated with P. aeruginosa culture filtrate. AID 602141, 2011;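 active = corrected activity change at or below -50% at 5 µM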
# The depositor's hits bear a star; x = not tested or not shown.
SMILES,NR2E3 ag-1,LMP1 NFkB inh,CF NFkB block,hiPSC survival,HIF-2a inh,TRAIL sens C8,NR2E3 ag-2,TRPM1 prom inh,Peg3 promoter,Shn3 inh set2,KKLEB tox
CCc1ccc(OCCCN=C(C)c2c(O)n(C)c(=O)n(C)c2=O)cc1,-2.9,4.5,1.6,-1.2,15.5,2.8,12.4,-5.1,9.5,7.5,-8.6
Cc1cc(OCC(=O)NCc2ccc(S(N)(=O)=O)cc2)c2c3c(c(=O)oc2c1)CCC3,3.2,x,-53.1,1.5,-18.6,0.5,10.5,-10.5,-13.5,-11.1,-6.6
Cc1nc2cc(C(F)(F)F)ccc2n1C1CCN(Cc2nnnn2Cc2cccs2)CC1,5.2,-1.2,-11.2,0.6,0.4,22.9,14.3,10.3,18.1,20.9,-28.3
COc1ccc(CN2Cc3cnnn3-c3ccccc3C2c2ccccc2)cc1 (stereo unspecified),x,-11.3,15.6,0.6,25.8,13.9,-43.5,0.7,39.3,0.2,-8.9
C[C@]12CCC3[C@@H](CCC4=CC(=O)CC[C@@]43CO)C1CCC2=O (stereo partly specified),1.7,-0.5,-3.1,2.6,5.6,8.9,-11.3,-10.5,7.7,6.2,2.9
CN1CCC(O)(c2cccs2)C(C(=O)c2cccs2)C1 (stereo unspecified),4.1,-0.2,7.0,-0.1,13.0,1.4,-2.6,-2.2,2.6,-11.0,3.1
C[C@]12CCC(=O)C[C@H]1CC[C@@H]1[C@@H]2CC[C@]2(C)C(=O)CC[C@@H]12,x,1.9,15.8,-1.9,7.6,16.3,-17.7,-9.4,-10.4,18.9,-1.8
CN1CCN(CC(=O)Nc2ccc(Cl)cc2C(=O)c2ccccc2)CC1,3.1,-2.0,-14.2,-2.4,19.0,-9.6,-12.1,-10.0,4.8,1.6,1.7
COC(=O)C1=C(c2ccccc2OCc2ccccc2)C[C@@H]2CC[C@H]1N2C(=O)NCc1ccc(F)cc1,2.3,2.7,13.0,0.8,3.6,7.5,16.3,x,32.2,22.9,-12.2
CN1Cc2ccccc2-n2nncc2C1,x,1.3,4.0,1.6,-3.6,-3.8,-11.2,-5.6,2.2,5.0,-12.6
O=c1[nH]c(=O)n(Cc2ccccc2)c(O)c1C=NCCCO,-1.3,-3.5,7.9,2.7,13.3,10.5,-7.4,-6.6,11.5,-3.1,5.6
CC(C)CCNC(=O)c1c(N)n(CC2CCCO2)c2nc3ccccc3nc12 (stereo unspecified),5.4,-7.4,-6.6,1.6,12.7,-1.7,-5.3,-18.6,28.6,2.1,-4.0
O=C(c1ccco1)c1cn(Cc2ccccc2)c2ccccc12,2.0,-4.7,14.9,0.3,-33.8,-3.9,-62.0,-17.5,-12.4,0.8,-9.0
CCCCn1c(N)c(N(CCOC)C(=O)CN2CC=C(c3ccccc3)CC2)c(=O)[nH]c1=O,-6.4,0.2,3.7,-0.5,4.1,-0.1,-32.9,1.3,10.3,2.6,-7.9
CCN(CC)C(=O)c1ccc2c(c1)C1C=CCC1C(C(=O)O)N2 (stereo unspecified),x,9.1,4.0,-0.5,10.0,-8.4,-27.9,13.3,-3.6,16.3,11.1
Cc1nn(Cc2ccc(Cl)cc2Cl)c(Cl)c1C(=O)O,1.9,-2.3,0.8,1.6,12.2,-1.8,16.6,5.5,4.3,-2.3,-3.9
CCCCS(=O)(=O)N1CCN(C(=N)N[N+](=O)[O-])CC1,-2.7,6.2,10.6,0.1,-1.4,0.9,3.1,-1.2,-5.6,-14.6,-21.6
Cc1cccc(CSc2nc3c(cc2C#N)CN(C)CC3)c1,0.0,4.9,4.1,-2.7,7.7,5.9,-12.7,8.1,9.6,-0.4,1.7
COc1ccccc1-n1c(O)c(C=NCc2ccc3c(c2)OCO3)c(=O)[nH]c1=O,-0.3,-28.4,-8.6,-0.4,13.4,4.5,-25.4,1.5,16.4,3.9,5.4
O=P1(N(CCCl)CCCl)NCCCO1 (stereo unspecified),-3.6,85.4*,-1.5,-0.6,4.4,-7.9,-11.4,-7.8,-8.8,-7.2,-12.2

# Whole records from above. Values in the order: NR2E3 ag-1 | LMP1 NFkB inh | CF NFkB block | hiPSC survival | HIF-2a inh | TRAIL sens C8 | NR2E3 ag-2 | TRPM1 prom inh | Peg3 promoter | Shn3 inh set2 | KKLEB tox
# O=P1(N(CCCl)CCCl)NCCCO1 (stereo unspecified) as listed: -3.6 | 85.4* | -1.5 | -0.6 | 4.4 | -7.9 | -11.4 | -7.8 | -8.8 | -7.2 | -12.2
# O=C(c1ccco1)c1cn(Cc2ccccc2)c2ccccc12 as listed: 2.0 | -4.7 | 14.9 | 0.3 | -33.8 | -3.9 | -62.0 | -17.5 | -12.4 | 0.8 | -9.0
# C[C@]12CCC(=O)C[C@H]1CC[C@@H]1[C@@H]2CC[C@]2(C)C(=O)CC[C@@H]12 as listed: x | 1.9 | 15.8 | -1.9 | 7.6 | 16.3 | -17.7 | -9.4 | -10.4 | 18.9 | -1.8

# Later entries.
SMILES,NR2E3 ag-1,LMP1 NFkB inh,CF NFkB block,hiPSC survival,HIF-2a inh,TRAIL sens C8,NR2E3 ag-2,TRPM1 prom inh,Peg3 promoter,Shn3 inh set2,KKLEB tox
Cc1ccc(C)c(C2(O)CC(C)N(C)CC2C)c1 (stereo unspecified),-1.2,-2.8,-4.7,-0.8,14.7,-5.3,9.5,-9.9,5.2,10.1,2.1
CC(C)N1CCN(Cc2c[nH]c3ccccc23)CC1CCO (stereo unspecified),x,6.7,8.8,-0.6,6.8,4.5,11.1,22.1,4.9,83.8,-8.2
CC(C)CCn1c(=O)c(C(=O)Nc2ccccc2S(N)(=O)=O)c(O)c2ccccc21,-1.4,7.8,-14.4,-0.6,-15.8,52.5*,-31.3,-5.1,-11.6,44.0,-16.8
S=C1Nc2ccccc2Sc2ccccc21,4.2,5.7,10.3,6.8,19.0,-0.7,-7.1,-8.9,17.1,10.6,-12.5
CCc1nc2ccccc2c(=O)n1-c1ccccc1OC,x,3.7,-5.3,0.5,16.6,4.2,-15.4,-0.1,2.0,-17.2,-2.5
CC(C)Sc1nnc(OC(=O)N(C)C)n1-c1ccccc1,3.8,7.5,0.8,-0.5,11.7,10.8,-26.6,-3.6,-4.5,-12.1,-9.7
Cc1ccccc1N1CCN(Cc2ccc3c(c2)OCO3)CC1,1.3,2.6,-19.2,0.4,11.7,12.5,-10.0,2.7,0.7,15.4,-8.7
Cc1ccc(-[n+]2c(Cc3nn(-c4ccccc4)c(C)[n+]3-c3ccc(C)cc3)nn(-c3ccccc3)c2C)cc1,x,3.1,-50.5,-0.9,11.8,-5.3,-9.5,x,-4.8,4.9,13.0
C=C(Cl)CSC(=S)N(CC)CC,4.0,4.5,11.0,4.2,16.4,-15.5,0.5,-3.3,-21.5,7.6,0.6
COc1ccc(/C=C2\C(=O)NC(=O)N(CCC3=CCCCC3)C2=O)c(OC)c1,1.4,4.5,12.1,1.2,13.1,-4.2,-20.8,-1.4,-4.6,-3.8,-4.9
CCC(C)NC(=O)CCC(=O)OC1O[C@H]2OC3(C)CC[C@H]4[C@H](C)CCC(C1C)C24OO3 (stereo partly specified),x,-17.8,21.5,-0.6,16.7,26.6,102.8*,30.4,34.2,67.4,-10.4
COc1ccc(/C=C2\C(=O)NC(=O)N(Cc3ccccc3)C2=O)c(OC)c1OC,5.6,3.0,-0.8,1.2,6.4,-27.1,7.0,-9.9,8.2,27.8,1.5
CCOCCc1c(O)[nH]c(=S)[nH]c1=O,6.1,0.2,-19.2,-1.1,12.4,-2.0,11.3,-4.2,4.8,4.3,-4.2
COc1ccc(CCNCc2cc(OC)cc(OC)c2)cc1,x,4.7,22.9,4.9,10.1,-3.2,-8.4,x,9.4,13.7,-3.7
Cc1ccc(/C=C2\C(=O)NC(=S)N(c3ccccc3F)C2=O)s1,-2.0,3.1,84.1*,-0.9,95.2*,-4.6,-20.6,x,107.8*,49.3,-13.1
CCOCCN1CCC(OC(C)=O)C(C)C1 (stereo unspecified),0.6,-10.8,0.7,3.8,20.7,-12.9,3.4,1.7,-9.7,-20.6,3.5
CSCCC(N=Cc1c(O)n(-c2ccc(Cl)cc2)c(=O)[nH]c1=O)C(=O)OC(C)(C)C (stereo unspecified),-0.7,0.0,1.5,-0.6,4.5,-12.6,-9.2,7.5,3.6,3.2,2.5
COc1ccc2c(c1)NP(=S)(Oc1ccccc1)N2 (stereo unspecified),-1.9,0.8,-9.6,0.0,-33.0,-18.5,-152.6,-6.9,-3.1,-27.5,2.0
Clc1cccc(CNCCc2ccc3c(c2)OCO3)c1,0.1,-0.3,-9.5,-0.6,-7.0,6.2,-61.3,0.2,-13.7,-14.6,0.1
O=C(O)CC1OCC=C2CN3CCC45c6ccccc6NC4C1C2CC35 (stereo unspecified),-1.1,0.8,-1.9,0.4,12.7,-5.0,-30.3,0.1,11.7,-23.7,0.9
CC1(C)CC2(CCO1)NCCN1C(=O)CSC12 (stereo unspecified),-2.3,-4.5,3.8,3.7,11.7,-1.4,20.1,3.3,8.0,6.8,-2.9
COc1ccccc1CN1CCCCC1c1cccnc1 (stereo unspecified),-5.8,-3.4,-3.0,-0.6,9.4,-8.2,-1.0,0.5,15.0,-3.4,3.8
CN1C[C@@H]2C[C@@H](c3cccn3-c3ccccn3)N3CCC[C@@]23C1=O,1.3,-4.3,-21.0,0.2,14.5,-27.1,-8.5,13.9,-13.3,16.3,2.6
CCCCn1c(O)c(/C(C)=N/NC(=O)Nc2ccccc2)c(=O)[nH]c1=O,-3.3,-1.8,-9.4,-0.1,10.7,5.8,-95.5,1.2,-2.6,-7.9,-6.2
OCC#CC[N+]1(CC#Cc2ccccc2)CCOCC1,2.1,4.2,-0.6,-0.1,6.1,-9.6,-42.1,10.5,9.2,-12.9,7.6
C#C[C@@]1(O)CCC2C3CCC4=C/C(=N/OCC(=O)NC(C(=O)NC(CC(C)C)C(=O)O)C(C)C)CC[C@]4(C)C3CC[C@@]21C (stereo partly specified),x,0.3,-11.4,1.0,1.9,-15.0,1.2,-7.2,-18.3,1.8,9.5
C[N+](C)(C)CCc1ccc(O)cc1,-0.7,-8.4,-5.5,-1.5,3.9,-0.4,-37.6,-3.1,-0.2,3.0,9.8
Nc1c(C(=O)NCCN2CCOCC2)c2nc3ccccc3nc2n1Cc1ccccc1,7.3,-5.2,7.8,-0.5,19.6,14.1,-8.0,2.4,27.5,x,-18.9
Fc1ccc(N2CCN(Cc3cc4c(cc3Br)OCO4)CC2)cc1,2.0,-7.3,9.5,0.0,-0.3,0.5,-37.8,-6.5,12.8,12.4,-1.3

# Bioassay records (PubChem)

# This is a subset; rates above refer to the full screens.
